L major viab: reduces viability of Leishmania major promastigotes; resazurin fluorescence viability; inhibition, % at 10 µM; 200,000 compounds, 9% hits; AID 1063; in the data active = inhibition above about 50%;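 note: promastigotes grown with compound for 44 hours at 28 °C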
Redox H2O2 prof: compounds producing H2O2 with reducing agent – biochemical, NIH compound library profiling, artefact control for MLSCN library redox annotation, primary screen; DTT-dependent redox cycling H2O2, phenol red/HRP absorbance; 100% = 100 µM peroxide control, 0% = buffer; activation, % at 10 µM; 200,000 compounds, 0.03% hits; AID 878;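 active = activation of at least 50% relative to the plate's high and low controls in the primary single-dose screen; inactive = activation below 50%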;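 note: compound incubated with DTT at 0.8 mM final as the reducing agent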
PPARg SRC-1 ag: PPARgamma-driven SRC-1 recruitment agonism. activation, % at 8 µM. P37231. PPARgamma-SRC-1 coactivator recruitment biochemical assay. 200,000 compounds, 0.41% hits. AID 631; in the data active = activation above about 19%;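 note: 0% = DMSO and 100% = reference agonist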
Target sequence (P37231 whole entry, looked up): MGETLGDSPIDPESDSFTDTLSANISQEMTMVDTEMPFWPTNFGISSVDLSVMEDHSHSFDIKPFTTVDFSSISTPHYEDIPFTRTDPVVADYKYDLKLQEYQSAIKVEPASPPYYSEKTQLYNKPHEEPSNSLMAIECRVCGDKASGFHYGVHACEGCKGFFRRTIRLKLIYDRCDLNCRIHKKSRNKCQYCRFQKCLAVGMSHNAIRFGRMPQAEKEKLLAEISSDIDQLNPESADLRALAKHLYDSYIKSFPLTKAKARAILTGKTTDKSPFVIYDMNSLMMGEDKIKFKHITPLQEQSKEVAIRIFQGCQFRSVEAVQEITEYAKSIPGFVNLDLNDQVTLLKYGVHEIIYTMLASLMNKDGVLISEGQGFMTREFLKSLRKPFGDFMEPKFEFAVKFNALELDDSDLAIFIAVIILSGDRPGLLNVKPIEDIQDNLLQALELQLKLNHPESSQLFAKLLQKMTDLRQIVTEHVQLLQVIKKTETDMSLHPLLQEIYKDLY
SRC2 TRFRET art: counter-screen for PPARgamma SRC-2 recruitment agonists: TR-FRET artefact | stronger effect = higher value | TR-FRET ratio at 8 µM | 200,000 compounds, 0.4% hits | AID 1049; in the data active = TR-FRET ratio above about 2000; note: inactives centre near 1500; reference of the scale not given here
PPARg SRC-2 ag: promotes SRC-2 coactivator recruitment by human PPARgamma. P37231. PPARgamma LBD-SRC-2 recruitment, biochemical. activation, % at 8 µM. 200,000 compounds, 0.34% hits. AID 1032; in the data active = activation above about 22%;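 note: 0% = vehicle and 100% = reference agonist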
bIAP inhibitor: intestinal alkaline phosphatase (bovine) inhibition. purified bovine IAP, CDP-star luminescence, 30 min. inhibition, % at 20 µM. 190,000 tested, under 10 active. AID 1019;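 active = over 50% inhibition of intestinal alkaline phosphatase at 20 µM in the single-dose screen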
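Incubation: 30 min reaction at room temperature / Material: purified bovine intestinal alkaline phosphatase (IAP) enzyme / Input: enzyme at 1/65,000,000 dilution / Dosing: 20 µM single dose / Signal: CDP-star luminescence signal / Reagent: CDP-star chemiluminescent phosphatase substrate, 30 µM final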
PPARg SRC3 recr: promotes SRC-3 coactivator recruitment by human PPARgamma; P37231; biochemical PPARgamma/SRC-3 coactivator recruitment assay; activation, % at 8 µM; 200,000 compounds, 0.26% hits; AID 731; in the data active = activation above about 23%;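 note: 0% = DMSO and 100% = reference agonist; some compounds past the cut are filed as inactive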
S1P3 antag: antagonists of human S1P3 receptor | Q99500 | AID 485 | 170,000 compounds, 0.27% hits | inhibition, % at 4.98 µM | CHO S1P3 NFAT-BLA reporter, FRET fluorescence, antagonist mode;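 active = inhibition above the plate cutoff, the mean inhibition of test wells on that plate plus 3 SD, cut at about 28% in these data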;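 note: cells challenged with S1P at its EC80 of 0.8 µM; blue over green emission ratio from cleaved BLA substrate after 4 h stimulation; 0% = S1P-stimulated wells and 100% = unstimulated DMSO-only wells; some compounds past the cut are filed as inactive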
Target sequence (Q99500 whole entry, looked up): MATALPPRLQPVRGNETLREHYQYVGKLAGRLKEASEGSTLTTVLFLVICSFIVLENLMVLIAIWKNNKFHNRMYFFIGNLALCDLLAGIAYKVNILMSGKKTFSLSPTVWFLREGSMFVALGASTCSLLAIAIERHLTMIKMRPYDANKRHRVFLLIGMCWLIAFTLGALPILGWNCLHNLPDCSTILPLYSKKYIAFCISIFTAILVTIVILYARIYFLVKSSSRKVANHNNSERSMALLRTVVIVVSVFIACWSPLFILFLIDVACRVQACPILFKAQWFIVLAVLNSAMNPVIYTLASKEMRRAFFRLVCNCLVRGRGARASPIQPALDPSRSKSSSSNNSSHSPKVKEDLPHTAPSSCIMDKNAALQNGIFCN
ROMK primary: modulators of human ROMK potassium channel. 130,000 compounds, 2% hits. B-score at 10 µM. AID 1918. Tet-inducible ROMK, thallium flux fluorescence; actives lie on both sides;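 active = signal ratio slope over the read window, or its plate-corrected B-score, at least 3 SD from the plate mean, either direction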;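 note: B-score of the F/F0 ratio slope over 7 to 12 s after thallium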
RAM inhibit: inhibitors of the yeast RAM network; inhibition, % at 50 µM; 190,000 compounds, 1.8% hits; S. cerevisiae dse1pr::URA3 reporter, 5-FOA growth OD615, 2 d; analog-sensitive cbk1-as2 kinase mutant strain;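 active = inhibition above a set limit, 3 SD over mean compound inhibition, cut at about 8.4% in these data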;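 note: 0% = DMSO-only wells with no growth and 100% = 10 µM 1-NA-PP1 full growth; inhibition rescues growth on 5-FOA so higher OD means more RAM inhibition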
HMGR II inh: inhibitors of class II HMG-CoA reductase from Enterococcus faecalis. AID 1066. inhibition, % at 10 µM. purified E. faecalis HMGR, NADPH absorbance 340 nm kinetic. 190,000 compounds, 0.41% hits;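 active = inhibition above a set limit, the median over all tested compounds plus 3 SD, cut at about 9.5% in these data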;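 note: enzyme runs in reverse so mevalonate oxidation gives rising NADPH absorbance; 0% = complete reaction with DMSO and 100% = background rate lacking mevalonate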
Active calls of the source: *; . = not tested or not shown.

smiles | L major viab | Redox H2O2 prof | PPARg SRC-1 ag | SRC2 TRFRET art | PPARg SRC-2 ag | bIAP inhibitor | PPARg SRC3 recr | S1P3 antag | ROMK primary | RAM inhibit | HMGR II inh
CCOc1[nH]c(/N=C/c2ccco2)c(C#N)c1C#N | -7 | 2.8 | 2 | 1551 | 4 | 18 | 4 | -3 | . | 0.7 | -8
CCCCCC1CC(CC(=O)Nc2ccc([N+](=O)[O-])cc2)C(=O)O1 (stereo not drawn) | 1 | -0.3 | -7 | 1377 | -1 | 0 | -5 | 0 | -0.48 | 3.9 | -3
Cc1cc(C(=O)CN2C(=O)NC(C)(c3cccc(Br)c3)C2=O)c(C)n1Cc1ccco1 (stereo not drawn) | 34 | -2.7 | 6 | 1779 | 12 | -4 | 7 | 4 | . | 2.7 | -4
COCC(C)NCC(=O)NC(C)CCc1ccccc1 (stereo not drawn) | 1 | -0.1 | 1 | 1468 | 4 | 0 | 0 | 3 | 0.48 | 1.1 | -4
O=S(=O)(Nc1ccc(-c2cn3ccsc3n2)cc1)c1ccc2c(c1)OCCO2 | -5 | 2.9 | 5 | 1450 | 1 | 7 | 6 | 14 | 0.49 | -0.5 | -1
COc1ccc2c(c1)CCc1c(C(=O)Nc3c(C)nn(Cc4ccccc4)c3C)noc1-2 | -2 | -0.1 | 3 | 1696 | 8 | 1 | 1 | . | 0.11 | 2.8 | 1
CC(C)CC(=O)NC(Nc1ccc([N+](=O)[O-])cc1)C(Cl)(Cl)Cl (stereo not drawn) | 10 | -0.1 | -6 | 1368 | -10 | . | 2 | 9 | -0.084 | 1.8 | -2
COC(=O)c1ccc2c(=O)n(Cc3ccc(C(=O)NCCCN4CCC(C)CC4)cc3)c(=S)[nH]c2c1 | 25 | 0.0 | 5 | 1764 | 1 | -15 | 0 | -17 | 0.56 | 3.6 | -8
CCCS(=O)(=O)N1CCN(Cc2c[nH]c3ccccc23)CC1 | 5 | -1.6 | 4 | 1555 | 6 | -27 | 4 | -11 | 0.38 | 0.8 | -11
O=C(NCc1cccc(Cl)c1)c1cccnc1 | -1 | 1.3 | 7 | 1594 | 6 | 2 | -7 | 16 | 0.64 | 1.0 | -3
O=C(C1=C[C@H](c2coc3ccccc3c2=O)C[C@H](OCc2ccc(CO)cc2)O1)N1CCN(Cc2ccc3c(c2)OCO3)CC1 | 37 | -0.2 | 5 | 1422 | -1 | -5 | 7 | 1 | . | -0.1 | 1
COc1ccc(CCN2C(=O)c3[nH]nc(-c4ccccc4O)c3C2c2ccccc2)cc1OC (stereo not drawn) | 60* | -0.1 | -1 | 1506 | 9 | 1 | -2 | 39 | 1.7 | 11* | 4
CC(=O)Nc1ncnc2c1c(-c1ccc(Cl)cc1)nn2C(C)(C)C | 0 | -0.8 | -5 | 1550 | 10 | 1 | 4 | 14 | 0.098 | 8.9* | -5
CCC(=O)Nc1cccc(NC(=O)CN2CCN(c3ccccc3OC)CC2)c1 | -2 | 2.2 | -3 | 1421 | -6 | -13 | -6 | 8 | . | 0.9 | 0
COc1ccc(NCC(=O)N/N=C2\CCCC(C)C2)cc1 (stereo not drawn) | -2 | -0.5 | 9 | 1753 | 5 | 0 | 4 | 8 | 2.1* | 0.7 | -7
CCn1c(SCc2ccccc2)nnc1C1CCN(S(=O)(=O)c2ccc(OC)cc2)CC1 | 91* | 2.0 | 2 | 1477 | 2 | -9 | -8 | . | . | -1.3 | -5
COc1ccc(N(CC(=O)N2CCN(Cc3ccc4c(c3)OCO4)CC2)S(C)(=O)=O)cc1OC | -7 | -0.4 | 6 | 1672 | 3 | -1 | 12 | -58 | 0.72 | 0.5 | -1
CC(C)Oc1ccc(C(CC(=O)N(C)CCC#N)c2ccc(F)cc2)cc1 (stereo not drawn) | 53* | 0.0 | -6 | 1547 | -4 | 9 | 2 | 3 | 0.17 | 0.8 | -1
CCOC(=O)c1ccc(NC(=O)N2CCc3ccccc32)cc1 | -3 | 0.1 | 9 | 1541 | -3 | 14 | 10 | 4 | . | 1.6 | 0
CCn1nnnc1SCC(=O)NCc1cccs1 | -5 | 0.9 | 4 | 1613 | -9 | 1 | 3 | -28 | 0.052 | 0.6 | 0
O=C(Nc1ccc(C(=O)O)cc1)/C(=C\c1ccc([N+](=O)[O-])cc1)NC(=O)c1ccc(Br)cc1 | 1 | -0.6 | 6 | 1780 | 11 | -1 | -1 | -12 | 0.12 | 7.8 | -2
O=C1C(=Cc2ccco2)C(=O)c2ccccc21 | -3 | 0.1 | 1 | 1671 | 2 | 19 | 6 | -32 | -0.44 | 2.3 | -1
CCOC(=O)c1cnc2nc(C)[nH]n2c1=O | -2 | -0.6 | -9 | 1506 | -13 | 3 | -8 | -38 | 0.55 | 2.8 | -2
O=C(NN1C(=O)C2C3C=CC(C4CC34)C2C1=O)c1cccc(Cl)c1 (stereo not drawn) | 29 | 0.1 | -1 | 1594 | -9 | -7 | 0 | -4 | -0.24 | 1.3 | 0
O=C(Nn1c(C2CCCCC2)nc2ccccc2c1=O)c1ccc([N+](=O)[O-])cc1Cl | 9 | 0.0 | -1 | 1549 | -6 | -2 | -5 | -2 | 0.1 | 0.8 | -5
COc1cc(/C=N/NC(=O)Cc2csc(N3CCOCC3)n2)cc(OC)c1O | -5 | -1.6 | 8 | 1841 | 2 | -2 | 4 | -13 | -0.48 | 0.8 | -3
O=C(CCOc1ccccc1)Nc1ccc([N+](=O)[O-])cc1 | -5 | -0.1 | 10 | 1538 | 6 | 5 | 0 | 11 | -0.93 | 1.5 | -3
CCNc1nc(NC(C)C)nc(SCCOC(=O)c2ccccc2)n1 | 16 | 0.0 | -1 | 1195 | -2 | 13 | 0 | 0 | -0.99 | 1.2 | -4
Cc1cc(C)c2c(N)c(C(=O)NC3CCCC3)sc2n1 | 22 | -0.1 | -3 | 1470 | -3 | -8 | 0 | 5 | -1.2 | 0.0 | 0
CN(CC(=O)NCCc1ccccn1)S(=O)(=O)c1ccc(Cl)cc1 | 6 | -0.7 | 4 | 1598 | 14 | -38 | 2 | -15 | 0.15 | 2.1 | -1
O=C(Nc1ncc(Cc2ccccc2Cl)s1)c1ccc([N+](=O)[O-])cc1 | -4 | 0.3 | 7 | 1425 | 4 | 14 | -1 | -5 | . | 6.1 | 0
O=C1NCC2=C1C(c1ccccc1)Nc1ccccc1N2 (stereo not drawn) | 1 | 0.0 | 0 | 1696 | 3 | 5 | 8 | 22 | . | 0.2 | -12
Cc1csc(SCC(=O)NCCc2ccc(Cl)cc2)n1 | 43 | . | 7 | 1743 | 4 | 15 | 0 | -11 | . | 0.7 | 4
COCCn1nnnc1C(c1ccc(OC)cc1)N1CCC(C)CC1 (stereo not drawn) | -1 | -2.9 | 9 | 1570 | 5 | 4 | 3 | 9 | . | 0.8 | 1
Cc1cc(C)c(C#N)c(SCc2[nH]nc3c2C(c2ccc(F)cc2)C(C#N)=C(N)O3)n1 (stereo not drawn) | 7 | -1.4 | 4 | 1254 | 0 | 9 | 3 | . | -0.61 | 1.7 | -6
Cc1ccc(-n2ncc3c(=O)n(CC#N)cnc32)cc1C | 1 | -0.2 | 0 | 1415 | -7 | 6 | 3 | -36 | . | 0.0 | -6
COC(=O)c1ccccc1NC(=O)Cn1c(=O)oc2ccc(Cl)cc21 | -1 | 0.1 | -6 | 1299 | 1 | 7 | -6 | -12 | -0.47 | 3.1 | -2
CCOC(=O)c1c(-n2cccc2)sc2c1CCCC2=O | 35 | 0.3 | 11 | 1621 | 3 | 5 | 6 | -4 | 0.17 | 1.3 | -2
O=C(Nc1ccc(O)c(C(=O)O)c1)c1ccc2c(c1)C(=O)N(CC1CCCO1)C2=O (stereo not drawn) | -6 | 0.7 | 0 | 1446 | 4 | -4 | -5 | 19 | -1 | 2.2 | -4
Cn1cnnc1SCC(=O)NNC(=O)COc1ccc(Cl)cc1 | 0 | -0.6 | 2 | 1584 | 1 | -22 | -1 | -16 | -0.069 | 0.7 | -1
Cc1sc(NC(=O)CSc2nnc(COc3ccc(Cl)cc3)n2C)c(C#N)c1C | -3 | 2.6 | 2 | 1557 | 3 | 42 | -1 | -16 | -0.37 | 1.0 | -2
CCOC(=O)c1cccc(-n2c(-c3ccc(OC)cc3)nc3nc4ccccc4nc32)c1 | 19 | 0.0 | 3 | 1540 | 0 | 1 | 1 | -3 | . | 8.4 | 1
CCOC(=O)c1nnn(-c2nonc2N)c1CN1CCCCCC1 | -5 | 2.2 | -5 | 1425 | -1 | -2 | -2 | -22 | . | 3.3 | -5
c1ccc(-n2nc3c(ccc4cnnc43)[nH]2)cc1 | 1 | 3.4 | 15 | 1731 | 6 | -60 | 11 | 7 | -1.1 | 1.7 | -2
Cc1cc(C)nc(Nc2nc(C)c3cc4c(cc3n2)OCO4)n1 | -1 | 1.9 | -2 | 1380 | -6 | 4 | -5 | 5 | -0.31 | 0.1 | -2
CCN(CCCNC(=O)Cn1cc2c(n1)CCCC2)c1cccc(C)c1 | -2 | -0.5 | -4 | 1474 | -5 | -9 | 3 | 0 | . | 2.8 | -5
O=C(O)C1=C(C(=O)N2CCN(C(=O)c3ccco3)CC2)CCCC1 | -11 | 0.1 | 1 | 1648 | 7 | 1 | -2 | -14 | 1.5 | 1.9 | -2
Cc1cc(OCCOCCN(C)CCO)cc(C)c1Cl | 95* | -1.3 | -5 | 1669 | 12 | 6 | 12 | 17 | . | -1.2 | 3
COc1ccccc1NC(=O)Oc1ccc(NC(=O)c2ccco2)cc1 | 52* | 0.5 | 3 | 1588 | 11 | 2 | 2 | -7 | -0.89 | -1.0 | 6
O=c1c2ccccc2n2c(-c3cccc(F)c3)nnc2n1Cc1ccccc1 | 9 | 0.6 | -1 | 1516 | 2 | 17 | -1 | -19 | . | 2.0 | -4
COc1ccc(NC(=O)c2ccco2)cc1NC(=O)c1cc2ccccc2o1 | -7 | -0.9 | 2 | 1740 | 1 | 8 | 0 | -4 | 0.36 | 3.9 | -4
CCOc1ccccc1C1NC(=O)NC(C)=C1C(=O)OC1CCCC1C (stereo not drawn) | 21 | 2.5 | -1 | 1479 | 2 | 10 | -8 | 10 | -0.3 | 0.8 | 3
O=C(Nc1nccs1)c1ccc(Br)c(S(=O)(=O)N2CCOCC2)c1 | 5 | -0.8 | 3 | 1477 | 10 | 6 | 21 | . | -0.85 | 6.9 | -1

Screening data as filed in PubChem BioAssay.
